High-throughput results: PubChem BioAssay, National Center for Advancing Translational Sciences (NCATS)
a7 integrin act: integrin-mediated muscular dystrophy alleviation activation. AID 624291. Potency, µM (series often up to 38.3 µM), without a hit: top-dose activation, hits mostly activators. hit rate 0.064% among 350,000. alpha7betagal myoblasts, beta-gal FDG fluorescence, 48 h;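 note: potency is the fitted concentration of half-maximal effect; 100% = response of the positive control SU9516; nearly all actives have a fitted effect of over 60% in size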
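alpha7betagal+/- myoblasts (passage 13, 250/well) treated 48 h at 37C with compounds at 1:260 dilution of DMSO stock. Lysed, then beta-galactosidase activity read as FDG fluorescence (ex 480/em 540) after 30 min, with pre-read for autofluorescence.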
Coupling enz: coupling enzyme interference in Giardia aldolase counter-screen | coupling enzyme system counterscreen, AmpLite Red fluorescence | activity change, negative = inhibition, % at 58.2 µM, hits read low | hit rate 0.67% among 290,000 | AID 2472; in the data active = activity change below about -30%; note: % is set by controls: 0 for no effect and ±100 for the full control effect
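Fluorescence at 525 nm excitation and 598 nm emission measured inhibition of the coupled detection system without aldolase. Compounds (at 57.5 uM final) were preincubated 10 min at room temperature with coupling enzyme reagent before a 20 min substrate/AmpLite Red step.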
GALK inh: inhibitors of human galactokinase; Potency, µM (highest dose often 57.5 µM), for the others: at the highest dose activity change, negative = inhibition, hits mostly inhibitors; Purified GALK, Kinase-Glo residual ATP luminescence; hit rate 0.007% among 270,000; AID 1868; note: potency is the fitted concentration of half-maximal effect; % is set by controls: 0 for no effect and ±100 for the full control effect
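5 nM enzyme, 35 uM ATP, 100 uM galactose, 20 mM HEPES pH8.0, 5 mM MgCl2; 1 h RT; residual ATP by Kinase-Glo Plus luminescence, qHTS format.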
Tb PFK block: inhibitors of T. brucei phosphofructokinase; AID 485367; T. brucei PFK, ADP-Glo luminescence; hit rate 0.17% among 330,000; Potency, µM (doses to about 57.5 µM), without a hit: top-dose activity, negative = inhibition, usual class: inhibitors; O15648;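 note: potency is the fitted concentration of half-maximal effect; 0% = uninhibited 1x PFK enzyme wells and -100% = no-enzyme wells; nearly all actives have a fitted effect of over 60% in size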
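Activity is normalized to no-enzyme wells (full inhibition) and 1.25 nM enzyme wells (no inhibition). Reaction: 0.5 mM F6P, 0.1 mM ATP, 45 min RT, ADP-Glo luminescence; concentration-response curves fitted and classed by quality.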
PTAP TSG101 blk: blocks PTAP/TSG101 interaction to inhibit HIV-1 budding | Q99816 | Fluorescence polarization, FITC-PTAP peptide / Tsg101 binding | Potency, µM (doses to about 115 µM), for inactives: at the highest dose activity change, negative = inhibition, most hits filed as inhibitors | 340,000 tested, under 10 active; active = well fitted inhibition curve with a large enough effect in the main read-out, with a control signal flat, not every such curve was filed as active; inconclusive = small, poorly fitted or top-dose-only effect, or effect the other way, or a change in a side signal; inactive = no such curve, though single readings can be large or run the other way; note: potency is the fitted concentration of half-maximal effect; % of control where 0% means no effect
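Compounds were pin-transferred onto Tsg101 binding domain (10 uM final) in HEPES pH 7.5 buffer, then FITC-PTAP peptide was added at 50 nM final. After 20 min at RT, polarization reported peptide displacement across a qHTS concentration series.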
Menin MLL FP TR: inhibitors of human menin-MLL interaction, mutant MLL peptide | Potency, µM (highest dose often 61.6 µM), inactives show at the top dose FP activity change, negative = inhibition, usual class: inhibitors | Menin + Texas Red MLL mutant peptide, fluorescence polarization | hit rate 0.23% among 270,000 | O00255; active = well fitted inhibition curve with a large enough effect in the polarisation, with a control signal flat, not every such curve was filed as active; inconclusive = small, poorly fitted or top-dose-only effect, or effect the other way, or a change in a side signal; inactive = no such curve, though single readings can be large or run the other way; the % refers to the polarisation; note: potency is the fitted concentration of half-maximal effect; % of control where 0% means no effect; many of its hits are not listed in these tables
Giardia killer: Giardia lamblia killing. Giardia lamblia trophozoite viability. activity change, % at 7.66 µM, hits read low. hit rate 0.15% among 340,000. AID 540267; in the data active = activity change below about -80%; inconclusive = between about -30% and that limit;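 note: parasites exposed to compound for two days anaerobically before the ATP read; % is set by controls: 0 for no effect and ±100 for the full control effect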
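Luminescent ATP signal served as the viability read-out, measured 15-30 min after adding ATP detection reagent to trophozoites that had been incubated with compounds for 48 hrs at 37 deg C anaerobically at 100 cells/well.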
S-ASM inh: blocks human secretory acid sphingomyelinase | P17405 | placental ASM, HMU-PC fluorogenic substrate, 60 min | Potency, µM (titrated, usually from 57.5 µM), inactives show at the top dose activity change, negative = inhibition, most hits filed as inhibitors | hit rate 0.006% among 340,000; note: potency is the fitted concentration of half-maximal effect
Target sequence (P17405 47-631 limits assumed): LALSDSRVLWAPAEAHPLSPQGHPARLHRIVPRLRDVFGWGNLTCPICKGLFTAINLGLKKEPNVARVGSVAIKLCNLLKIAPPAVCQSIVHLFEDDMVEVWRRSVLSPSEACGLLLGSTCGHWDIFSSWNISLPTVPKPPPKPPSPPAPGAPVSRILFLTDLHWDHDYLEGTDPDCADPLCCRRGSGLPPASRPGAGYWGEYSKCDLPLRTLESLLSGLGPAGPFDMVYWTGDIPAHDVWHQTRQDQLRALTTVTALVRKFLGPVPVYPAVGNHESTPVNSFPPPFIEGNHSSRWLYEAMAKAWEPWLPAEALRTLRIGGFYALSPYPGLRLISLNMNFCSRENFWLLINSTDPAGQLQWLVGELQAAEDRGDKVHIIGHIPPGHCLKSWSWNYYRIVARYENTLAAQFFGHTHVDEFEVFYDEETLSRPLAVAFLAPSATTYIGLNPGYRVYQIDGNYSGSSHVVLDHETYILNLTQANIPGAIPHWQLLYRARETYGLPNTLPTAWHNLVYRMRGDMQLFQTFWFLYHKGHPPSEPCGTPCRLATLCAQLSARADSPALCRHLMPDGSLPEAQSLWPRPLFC
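Human placenta-derived ASM preincubated with compound 10 min at room temperature, then reacted with 9 uM (final) fluorogenic HMU-PC substrate for 60 min at 37 C. Stop solution raises pH to 10; fluorescence read at Ex 386/Em 447 nm.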
PKM2 activator: PKM2 (human) enzyme activation. purified PKM2, Kinase-Glo ATP luminescence, activation; response scale: 0% is enzyme alone, no compound. Potency, µM (series often up to 57.5 µM), for inactives: top-dose activation, usual class: activators. P14618. AID 1631. hit rate 0.34% among 260,000; note: potency is the fitted concentration of half-maximal effect; % is set by controls: 0 for no effect and ±100 for the full control effect; nearly all actives have a fitted effect of over 55% in size
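Kinase-Glo luminescence reports ATP generated from ADP (0.1 mM) and PEP (0.5 mM) by purified hPK-M2 after 1 h at room temperature, pH 7.2 imidazole buffer; intermediate enzyme activity allows detecting inhibitors and activators.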
BCR signal inh: inhibitors of chronic active B-cell receptor signaling | ABC-DLBCL IkBa-CBG/CBR reporter, luminescence ratio, 4 h | hit rate 0.05% among 340,000 | Potency, µM (titrated, usually from 46.1 µM), without a hit: top-dose ratio change, negative = lower green/red ratio, actives largely listed as inhibitors; active = well fitted inhibition curve with a large enough effect in the signal ratio, with a control signal flat, not every such curve was filed as active; inconclusive = small, poorly fitted or top-dose-only effect, or effect the other way, or a change in a side signal; the % refers to the signal ratio;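 note: potency is the fitted concentration of half-maximal effect; plate controls were basal doxycycline-induced cells for no effect and cells given 10 µM MG132 for full effect; MG132 reads +100%, hits lower the ratio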
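TMD8 ABC-DLBCL cells carrying doxycycline-inducible green luciferase fused to IkappaBalpha plus unfused red luciferase were exposed to compounds (up to 46 uM) for 4 hrs at 37C. Activity came from the overlap-corrected green/red luminescence ratio.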
B2AR arrestin: recruits beta-arrestin to the human beta2-adrenergic receptor; P07550; beta-arrestin recruitment to beta2AR, cell-based reporter; Potency, µM (highest dose often 46.1 µM), inactives show at the highest dose activation, hits mostly activators; hit rate 0.02% among 330,000;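 note: potency is the fitted concentration of half-maximal effect; 0% = DMSO controls and full agonism = EC100 isoproterenol or metaproterenol; nearly all actives have a fitted effect of over 65% in size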
Target sequence (P07550 whole entry, looked up): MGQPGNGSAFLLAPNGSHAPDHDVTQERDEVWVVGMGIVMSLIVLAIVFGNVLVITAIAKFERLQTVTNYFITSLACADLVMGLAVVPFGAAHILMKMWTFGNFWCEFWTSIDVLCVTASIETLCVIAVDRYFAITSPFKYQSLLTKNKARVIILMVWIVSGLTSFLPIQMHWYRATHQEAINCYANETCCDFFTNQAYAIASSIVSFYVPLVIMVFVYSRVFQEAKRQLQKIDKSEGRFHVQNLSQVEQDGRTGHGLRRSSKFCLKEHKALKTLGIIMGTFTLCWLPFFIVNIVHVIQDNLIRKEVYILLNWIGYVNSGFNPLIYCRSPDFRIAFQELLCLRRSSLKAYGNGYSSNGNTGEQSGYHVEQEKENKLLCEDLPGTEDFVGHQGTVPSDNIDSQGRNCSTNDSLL
Starred values were filed as active, the others as inactive; ? = inconclusive; nt = no result given; [ ] = dose if it differs, or a comment. Unless noted, calls come from the whole dose curve; as a rule, active = well fitted curve in the direction sought with a large enough effect; inconclusive = small, poorly fitted or top-dose-only effect, or another doubt; inactive = no such curve, though single readings can be large; an effect the other way counts as inactive or inconclusive. An excerpt; the hit share may differ from the screen's.

#1 O=C(NNC(=O)c1ccc(Br)s1)NC1CCCCC1
#2 O=C1CCCN1CCCN1CC(C(=O)N(CCO)Cc2ccccc2)CCC1=O (stereo not drawn)
#3 O=C(Nc1ccc(OCc2ccccc2)cc1)Nc1cccnc1
#4 COc1ccc(NC(=O)c2cc(C(C)C)on2)c(OC)c1
#5 Cc1nn(C)c(C)c1C(C)NC(=O)c1ccc(OC2CCN(Cc3ccccn3)CC2)cc1 (stereo not drawn)
#6 CN1C(=O)CC(N2CCC(C(N)=O)(N3CCCCC3)CC2)C1=O (stereo not drawn)
#7 COc1cccc(NC(=O)CN(C)C(=O)CSc2nc(C)cc(C)n2)c1
#8 Cc1cc(C(=O)NCCN2CCOCC2)ccc1[N+](=O)[O-]

screen / no.	1	2	3	4	5	6	7	8
a7 integrin act	-8%	5%	1%	0%	-8%	-2%	23%	11%
Coupling enz	1	nt	1	-15	0	2	nt	2
GALK inh	6%	nt	9%	1%	7%	-1%	nt	-2%
Tb PFK block	-12%	2%	-9%	0%	-6%	-6%	-2%	0%
PTAP TSG101 blk	nt	nt	-1%	0%	-8%	-3%	-1%	-2%
Menin MLL FP TR	3%	nt	60%[activator]	1%	-18%	3%	nt	0%
Giardia killer	-2	-4	-15	-24	10	-8	-1	40[activator]
S-ASM inh	1%	1%	-3%	1%	0%	4%	0%	2%
PKM2 activator	-3%	3%	nt	0%	3%[0.46 µM]	-5%	nt	-25%
BCR signal inh	0%	?	-6%	?	7%	3%	1%	6%
B2AR arrestin	-0.3%	-0.6%	-0.1%	0.2%	-0.2%	-0.6%	-1.2%	0.3%

#9 COc1cc(C(=S)N2CCCC2)ccc1OS(=O)(=O)c1ccc(NC(C)=O)cc1
#10 Cc1ccc(S(=O)(=O)N(C)S(=O)(=O)c2ccc(C)cc2)cc1
#11 CCOc1c(Br)cc(C(N)=O)cc1OCc1ccccc1
#12 Cc1cc2nc(N)sc2cc1[N+](=O)[O-]
#13 CN(C(=O)COC(=O)c1nc(Cl)c(Cl)c(Cl)c1Cl)C1CCS(=O)(=O)C1 (stereo not drawn)
#14 O=C(NC1CCCCC1)C(c1ccccc1)N1CCOCC1 (stereo not drawn)
#15 CCNC(=S)NS(=O)(=O)c1ccc(F)cc1
#16 Cc1nc2scc(C)n2c(=O)c1S(=O)(=O)Nc1ccc(N2CCN(S(C)(=O)=O)CC2)cc1

screen / no.	9	10	11	12	13	14	15	16
a7 integrin act	-2%	16%	-11%	-20%	-41%[inhibitor]	5%	-7%	-34%
Coupling enz	5	nt	4	nt	-2	-1	-2	1
GALK inh	1%	nt	2%	-3%	6%	-2%	0%	0%
Tb PFK block	2%	-12%	-9%	-4%	3%	0%	-20%	-8%
PTAP TSG101 blk	0%	0%	-4%	-4%	0%	-1%	-1%	-9%
Menin MLL FP TR	2%	nt	-11%	-13%	13%	-10%	10%	10%
Giardia killer	-2	7	7	1	-7	13	7	-3
S-ASM inh	0%	-1%	-2%	-7%	2%	-1%	-1%	-2%
PKM2 activator	7%	nt	3%	-1%	1%	1%	-12%	nt
BCR signal inh	-13%	-4%	1%	?	?	7%	0%	-4%
B2AR arrestin	-0.2%	0.2%	0.4%	0.2%	0.0%	-0.4%	-0.2%	-0.8%

Four compounds drawn at random from those above, as already listed:
#12 Cc1cc2nc(N)sc2cc1[N+](=O)[O-]
#1 O=C(NNC(=O)c1ccc(Br)s1)NC1CCCCC1
#16 Cc1nc2scc(C)n2c(=O)c1S(=O)(=O)Nc1ccc(N2CCN(S(C)(=O)=O)CC2)cc1
#6 CN1C(=O)CC(N2CCC(C(N)=O)(N3CCCCC3)CC2)C1=O (stereo not drawn)

screen / no.	12	1	16	6
a7 integrin act	-20%	-8%	-34%	-2%
Coupling enz	nt	1	1	2
GALK inh	-3%	6%	0%	-1%
Tb PFK block	-4%	-12%	-8%	-6%
PTAP TSG101 blk	-4%	nt	-9%	-3%
Menin MLL FP TR	-13%	3%	10%	3%
Giardia killer	1	-2	-3	-8
S-ASM inh	-7%	1%	-2%	4%
PKM2 activator	-1%	-3%	nt	-5%
BCR signal inh	?	0%	-4%	3%
B2AR arrestin	0.2%	-0.3%	-0.8%	-0.6%

Next section.
#17 COc1ccc(-c2cn[nH]c2C)cc1OC
#18 O=C(O)CCc1ccc(-c2ccccc2)n1-c1cccc(C(=O)O)c1
#19 COc1cc2[nH]c(=S)nc(NCc3ccccc3)c2cc1OC
#20 COc1ccc(N2CC(NS(=O)(=O)c3ccc(F)cc3)CC2=O)cc1 (stereo not drawn)
#21 O=C(NCCN1CCOCC1)c1ccccc1N1C(=O)[C@@H]2Cc3c([nH]c4ccccc34)C(c3ccc(F)cc3)N2C1=O (stereo partly drawn)
#22 CN(C)CCNC=C(C(=O)Nc1ccc(Cl)cc1Cl)C(=O)Nc1ccc(Cl)cc1Cl
#23 COC(=O)N/N=C/c1c[nH]c2ccccc12
#24 C/C(CC(=O)NC(C)(C)C)=N\NC(=O)COc1ccc(C)cc1Br

screen / no.	17	18	19	20	21	22	23	24
a7 integrin act	19%	6%	-11%	6%	-1%	-27%	9%	nt
Coupling enz	-3	15	-3	nt	6	6	0	-1
GALK inh	0%	-3%	-1%	nt	nt	1%	2%	-5%
Tb PFK block	-1%	14%	-10%	-5%	-4%	-2%	-2%	-3%
PTAP TSG101 blk	2%	0%	0%	1%	2%	-1%	-3%	-1%
Menin MLL FP TR	5%	-16%	30%[activator]	nt	31%[activator]	22%	6%	-21%
Giardia killer	-10	-1	-22	0	12	-20	-2	-10
S-ASM inh	0%	14%	0%	-3%	2%	?	1%	6%
PKM2 activator	-3%	nt	nt	nt	-3%	-8%	2%	-1%
BCR signal inh	-8%	?	2%	-2%	?	?	4%	5%
B2AR arrestin	0.0%	0.6%	-0.5%	0.1%	-0.4%	0.0%	-1.3%	0.3%

#25 Cc1ccc(C)c(/C(O)=C2\C(=O)C(=O)N(CCCn3ccnc3)C2c2ccncc2)c1 (stereo not drawn)
#26 O=C(Cc1ccccc1[N+](=O)[O-])N/N=C/c1cccnc1
#27 CCCOc1ccc(S(=O)(=O)NCCN2CCOCC2)c2ccccc12
#28 CCCCNC(=O)CC1Nc2ccccc2NC1=O (stereo not drawn)
#29 CCn1c(Cc2ccccc2)nnc1SCc1ccc([N+](=O)[O-])cc1
#30 O=C(/C=C/c1cccc(F)c1)Nc1cc(S(=O)(=O)N2CCOCC2)ccc1N1CCCC1
#31 Cc1cccc(OCc2nnc(SCC(=O)Nc3ccc(N4CCOCC4)cc3)o2)c1
#32 Cc1ccc(C)c(N2CCN(C(=O)C3CCCN(c4ncnc5c4nc4n5CCCCC4)C3)CC2)c1 (stereo not drawn)
#33 O=C(CCNC(=O)c1ccccc1Cl)Nc1cccc(S(=O)(=O)N2CCCCC2)c1
#34 COc1cccc(-c2nc(C(N)=O)c3[nH]c(=O)n(-c4cccc(Cl)c4)c3n2)c1OC

screen / no.	25	26	27	28	29	30	31	32	33	34
a7 integrin act	9%	-14%	-1%	-12%	-25%	16%	-5%	14%	-11%	6%
Coupling enz	-22	nt	0	-3	1	-1	0	0	nt	0
GALK inh	-1%	-1%	-1%	2%	1%	1%	-1%	0%	nt	-1%
Tb PFK block	-24%	1%	0%	-8%	0%	0%	-5%	-8%	0%	-1%
PTAP TSG101 blk	-5%	-2%	-9%	-14%	-1%	3%	-6%	-6%	-3%	1%
Menin MLL FP TR	?	nt	-4%	-20%	-10%	-5%	13%	-13%	nt	11%
Giardia killer	-2	-23	-6	-4	-22	14	2	-12	8	22
S-ASM inh	-1%	-1%	-1%	90%[activator]	-1%	0%	5%	-11%	-2%	40%
PKM2 activator	0%	-4%	0%	-14%	1%	1%	1%	nt	nt	-2%
BCR signal inh	4%	-15%	3%	?	7%	?	-3%	?	8%	?
B2AR arrestin	-1.2%	0.4%	-0.2%	-0.2%	-0.8%	-1.8%	0.0%	0.7%	-0.4%	0.0%
